# Screening results from PubChem BioAssay.
# hIAP inh: human IAP inhibitors, primary screen, biochemical, luminescence, uHTS; inhibition, % at 10 µM; Intestinal-type alkaline phosphatase (Homo sapiens), P09923; actives 0.12% (n = 330,000); AID 2544, 2010; purified IAP, CDP-Star luminescence, 30 min;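 active means inhibition reaching a set limit with compound at 10 µM in the primary screen, cut at about 35% in these data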;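 further: plate controls were DMSO wells with enzyme for no effect and no-enzyme buffer wells for full effect; values of inactives mirror those of a sister screen read the other way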
# A3G deaminase: APOBEC3G DNA deaminase inhibitors, primary screen, biochemical, fluorescence, single-stranded DNA substrate, uHTS. recombinant A3G, ssDNA deamination FAM/TAMRA fluorescence. inhibition, % at 20 µM. actives 0.28% (n = 330,000);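 active means inhibition of at least 40% at 20 µM, with no more than 30% in the related APOBEC3A deaminase screen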;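 further: plate controls were DMSO wells with A3G for no effect and wells lacking A3G enzyme for full effect; some compounds called inactive have numbers as strong as hits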
# Target sequence (Q9HC16 whole entry, looked up): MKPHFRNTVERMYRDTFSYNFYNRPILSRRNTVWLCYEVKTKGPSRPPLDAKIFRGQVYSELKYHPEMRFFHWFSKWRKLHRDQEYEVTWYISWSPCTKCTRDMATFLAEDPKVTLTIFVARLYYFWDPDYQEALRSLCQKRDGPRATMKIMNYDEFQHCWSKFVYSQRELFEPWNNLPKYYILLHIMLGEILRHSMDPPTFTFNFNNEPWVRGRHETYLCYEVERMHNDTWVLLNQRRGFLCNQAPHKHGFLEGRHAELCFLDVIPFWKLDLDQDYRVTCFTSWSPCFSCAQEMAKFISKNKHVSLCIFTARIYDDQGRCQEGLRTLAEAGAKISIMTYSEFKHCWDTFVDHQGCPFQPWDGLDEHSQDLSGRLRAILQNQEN
# mIAP block: inhibitors of mouse IAP, primary screen, biochemical, luminescence, uHTS. purified mouse IAP, CDP-Star luminescence, 30 min. intestinal alkaline phosphatase [Mus musculus]. actives 0.2% (n = 330,000). inhibition, % at 10 µM;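 active means inhibition of at least 40% at 10 µM in the primary screen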;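 further: plate controls were DMSO with enzyme for no effect and no enzyme wells for full effect; values of inactives mirror those of a sister screen read the other way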
# A3A deaminase: APOBEC3A ssDNA deaminase inhibitors, primary screen, selectivity assay for APOBEC3G inhibitor project, biochemical, FAM/TAMRA oligo cleavage fluorescence; inhibition, % at 20 µM; actives 0.41% (n = 330,000); DNA dC->dU-editing enzyme APOBEC-3A (Homo sapiens), P31941; AID 493011, 2011; recombinant A3A, FAM/TAMRA ssDNA deamination fluorescence;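 active means at least 40% inhibition at 20 µM here, with at most 30% in a related deaminase screen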;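 further: plate controls were A3A with DMSO for no effect and wells lacking A3A enzyme for full effect; some results filed as inactive read as strong as hits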
# Target sequence (P31941 whole entry, looked up): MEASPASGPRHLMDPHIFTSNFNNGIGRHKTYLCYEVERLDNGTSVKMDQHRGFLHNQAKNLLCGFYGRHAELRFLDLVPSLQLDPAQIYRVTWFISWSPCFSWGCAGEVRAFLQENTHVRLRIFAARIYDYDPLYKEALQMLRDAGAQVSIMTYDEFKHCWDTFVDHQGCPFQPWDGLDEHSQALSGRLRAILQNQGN
# TIM10 inh: growth inhibitors of isogenic TIM10 control yeast, primary screen, counter-screen for tim10-1 yeast inhibitor project, luminescence, uHTS; S. cerevisiae TIM10 strain growth, BacTiter-Glo luminescence, 24 h; inhibition, % at 10 µM; actives 1.4% (n = 330,000); AID 463195, 2010;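 active means inhibition of 40% or more at the single tested concentration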;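 further: wild-type TIM10 isogenic control strain grown at permissive 25 °C; 0% = DMSO yeast wells and 100% = minimal medium wells without yeast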
# mIAP activ: activators of mouse IAP, primary screen, biochemical, luminescence, uHTS; intestinal alkaline phosphatase [Mus musculus]; muIAP, CDP-Star luminescence, 30 min; hits give high values; 1 = vehicle-only enzyme signal, 0 = enzyme-free wells; activation factor at 10 µM; actives 0.24% (n = 330,000); AID 2805, 2010;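 active means activation factor of at least 2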; further: the source names both 10 and 20 µM as test concentration; values of inactives mirror those of a sister screen read the other way
#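 Assay system: mouse IAP enzyme; Reagent: CDP-Star chemiluminescent phosphatase substrate; Compound: DMSO-dissolved test compounds; Incubation: 30 min, room temperature; Technique: luminescence from enzymatic CDP-Star hydrolysis; Controls: DMSO-only wells and no-enzyme negative control.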
# tim10-1 inh: growth inhibitors of tim10-1 mutant yeast, primary screen, luminescence, uHTS | S. cerevisiae tim10-1 ts strain growth, BacTiter-Glo, 24 h | inhibition, % at 20 µM | actives 2.2% (n = 330,000);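 active means inhibition of at least 40%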;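 further: mutant grown at 25 °C; 0% = DMSO wells with yeast and 100% = wells holding no yeast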
# beta cell repl: inducers of MIN6 beta-cell proliferation, primary screen, ATP luminescence, uHTS | MIN6 cells proliferation, ATPlite luminescence, 48 h; cells starved in 0.2% serum; 100% = growth in 10% serum | proliferation, % at 10 µM | actives 0.29% (n = 330,000);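 active means compounds whose signal lies at least 3.5 SD above the mean of all wells on their plate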;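 further: 0% = DMSO-treated cells in low-serum medium and 100% = 10% serum control; some compounds called inactive have numbers as strong as hits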
# NALP3 yeast inh: NALP3 inflammasome inhibitors in reconstituted yeast, primary screen, luminescence, uHTS. Yeast reconstituted NLRP3/ASC/caspase-1, beta-gal luminescence, 24 h. inhibition, % at 10 µM. actives 0.39% (n = 330,000). AID 2825, 2010;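 active means inhibition of 50% or more; inactive means inhibition below 50%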;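 further: plate controls were induced DMSO wells for no effect and uninduced yeast grown without galactose for full effect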
# * marks the source's active call; other numbers are inactive results.
SMILES,hIAP inh,A3G deaminase,mIAP block,A3A deaminase,TIM10 inh,mIAP activ,tim10-1 inh,beta cell repl,NALP3 yeast inh
O=C(NCCc1cccc(F)c1)[C@@H]1CSC2c3ccccc3C(=O)N21 (stereo partly drawn),-2.9,-1.0,0.0,-0.2,-11.7,1,14.5,-3.4,18.9
O=C(Oc1c(Cl)cc(Cl)c2ccccc12)N1CCCC1,8.4,-9.3,-0.4,-0.8,14.0,1,30.4,1.5,-47.0
O=C(NCCNc1ccc([N+](=O)[O-])cc1)c1cccc(Br)c1,2.3,2.8,11.2,3.2,-4.2,0.888,8.1,0.0,-3.0
Nc1sc2c(c1C(=O)c1ccccc1)CCCC2,11.3,0.4,8.3,2.0,-0.7,0.917,29.4,2.0,1.1
OCC1(CO)COC2(CCCC2)N1,-10.6,1.1,-4.9,2.5,7.2,1.05,6.1,-1.7,6.7
CCOC(=O)CSc1nc(C)c2cc(C)c(C)cc2n1,-1.0,-8.7,7.8,-1.2,-6.7,0.921,10.9,1.4,20.8
C[C@@H]1CC[C@]2(O[C@H](CCO)C[C@@H](O)[C@@H]2O)O1,1.0,-9.8,-5.8,-0.5,2.7,1.06,-4.4,-2.9,8.3
Cc1cc2c(sc3c(C)ccc(C)c32)c(C)n1,-12.1,-1.0,-16.6,-3.0,14.1,1.17,48.5*,-2.3,13.0
CCCN1CCC(NC(=O)Nc2ccc(F)cc2F)CC1,14.2,-3.6,-1.7,-0.1,-9.3,1.02,4.2,-0.5,7.5
CCOC(=O)[C@H]1[C@H]2COc3ccc(C)cc3[C@@H]2N2C(=O)c3cc(F)c(F)cc3NC(=O)[C@@]12C,-6.2,-10.8,-2.8,-5.8,-9.5,1.03,14.4,-4.7,15.4
Cc1ccc(C2CC(C(F)(F)F)n3nc(C(=O)NCc4c(C)nn(C)c4C)c(Cl)c3N2)cc1 (stereo not drawn),10.2,-8.6,0.5,-3.3,25.1,0.995,27.0,-3.5,17.4
COc1ccc(OC)c(C(C)NC(=S)NC2CCCCC2)c1 (stereo not drawn),-24.8,-2.2,-10.6,-8.6,30.6,1.11,42.4*,-7.6,27.9
O=C(CSc1ccc(F)cc1)NCC1(N2CCOCC2)CCCCC1,3.7,-8.5,-9.4,-1.0,-4.3,1.09,-5.6,5.0,22.1
COc1ccc(-c2noc(CN(C)Cc3ccccc3)n2)c(OC)c1OC,7.2,-10.1,7.1,-3.7,-6.6,0.929,2.5,-0.1,9.3
CSC1=N/C(=C\c2ccccc2Cl)C(=O)N1N(C)C,18.8,4.7,0.4,4.4,-4.9,0.996,14.2,-2.1,19.4

# Continued, starting with the last three of the part before.
SMILES,hIAP inh,A3G deaminase,mIAP block,A3A deaminase,TIM10 inh,mIAP activ,tim10-1 inh,beta cell repl,NALP3 yeast inh
O=C(CSc1ccc(F)cc1)NCC1(N2CCOCC2)CCCCC1,3.7,-8.5,-9.4,-1.0,-4.3,1.09,-5.6,5.0,22.1
COc1ccc(-c2noc(CN(C)Cc3ccccc3)n2)c(OC)c1OC,7.2,-10.1,7.1,-3.7,-6.6,0.929,2.5,-0.1,9.3
CSC1=N/C(=C\c2ccccc2Cl)C(=O)N1N(C)C,18.8,4.7,0.4,4.4,-4.9,0.996,14.2,-2.1,19.4
CC1(C)CC(=O)C2=C(C1)OC(/N=C/N1CCCC1)=C(C#N)C2c1ccccc1 (stereo not drawn),3.3,0.0,6.0,-0.4,4.0,0.94,6.1,-2.3,3.2
COc1ccc(NC(=O)c2ccc(-c3ccccc3Cl)o2)cc1,15.6,-1.2,-0.4,-0.2,6.0,1,12.1,-1.8,8.5
Cc1cc2nc(-c3ccc(SCC(=O)N4CCOCC4)nc3)[nH]c2cc1C,10.0,-2.6,-1.5,3.2,33.4,1.01,19.2,-4.6,5.0
COC(=O)CSc1nnc(CNC(=O)c2cc(OC)cc(OC)c2)n1-c1ccc(F)cc1,4.5,-4.9,2.3,1.0,-10.4,0.977,4.2,1.9,12.7
Cc1nc(-c2ccc(F)cc2)c(CC(=O)N(C)CC(=O)Nc2ccc(F)cc2)s1,14.8,-0.6,10.9,0.9,8.5,0.891,16.9,-3.6,17.1
COC(=O)CCCCCN1C(=O)NC(C2CC2)C(C(=O)OCc2ccccc2)=C1C (stereo not drawn),-2.8,-8.6,1.6,-2.4,-1.8,0.984,8.1,-4.8,5.1
Cc1ccc(S(=O)(=O)N2CCN(S(=O)(=O)c3ccc(C)cc3)C3OCCOC32)cc1 (stereo not drawn),5.0,1.0,-6.1,1.9,8.5,1.06,13.2,0.9,2.4
Oc1c(CN2CCOCC2)cc(-c2ccccc2)cc1CN1CCOCC1,-17.9,-3.6,-2.2,-1.0,-3.5,1.02,9.6,1.1,10.3
Cc1ccc(NS(=O)(=O)c2ccc(N/N=C/c3ccncc3)c([N+](=O)[O-])c2)c(C)c1,7.4,2.5,10.4,3.3,-4.9,0.896,11.4,0.0,23.6
Cc1cc(/C=C2\SC(=Nc3ccccc3)NC2=O)c(C)n1-c1ccc(S(N)(=O)=O)cc1,-10.8,-0.9,22.8,-1.1,11.3,0.772,21.5,-3.0,16.0
CC(=O)CSc1nc2c(c(=O)[nH]c(=O)n2C)n1CCCc1ccccc1,2.1,-4.2,-1.8,-6.1,-4.2,1.02,-2.3,4.7,8.3
O=C(O)CC(CC(=O)Nc1ccc(-n2ccc(C(F)(F)F)n2)cc1)c1ccccc1 (stereo not drawn),10.1,-4.6,10.3,-5.3,13.8,0.897,10.1,1.8,6.0
N#CNC(=Nc1ccccc1)SCc1ccc(C(=O)O)cc1,-18.9,-3.1,-2.0,-2.8,7.8,1.02,21.2,-3.6,9.8
O=C(Nc1ccc(C(=O)O)cc1)Nc1ccc(F)cc1F,-0.9,-8.5,11.6,-3.7,0.1,0.884,-0.9,-2.7,-1.4
O=C1COc2ccc(C(=O)COC(=O)CNS(=O)(=O)c3cccc(F)c3)cc2N1,-1.9,-4.3,1.3,2.4,9.3,0.987,-16.4,-0.1,12.1
Cc1ccccc1-n1c(=O)n(Cc2ccc(C(=O)O)cc2)c(=O)c2[nH]cnc21,11.1,-7.3,4.7,0.6,2.6,0.953,6.1,1.4,13.0
CC(C)(C)n1ncc2c(=O)n(CC(=O)N3CCCCCC3)cnc21,18.0,-3.7,-4.4,2.7,1.0,1.04,-11.6,0.9,11.7
O=S(=O)(CCC1CCCCN1)c1ccccc1 (stereo not drawn),18.5,-8.1,5.9,2.6,-2.5,0.941,-2.7,-1.6,10.0
CSCCC(NS(=O)(=O)c1ccc(F)cc1)C(=O)NCc1ccc(S(N)(=O)=O)cc1 (stereo not drawn),-6.8,-1.7,-9.8,-5.7,-24.0,1.1,7.4,-2.5,-0.3
Cc1ccc(S(=O)(=O)N2CCOC2CNC(=O)C(=O)NCc2ccc(Cl)cc2)cc1 (stereo not drawn),1.1,0.4,-5.2,-2.0,-1.2,1.05,-2.8,-5.3,8.0
CCOc1ccccc1CN1CCNC(=O)C1CC(=O)NCCN1CCOC1=O (stereo not drawn),-12.3,-1.9,1.9,-4.2,-2.9,0.981,18.6,-1.4,5.5
N#Cc1c(Cl)c(Cl)c2nnc(-c3ccc(Br)cc3)n2c1Cl,-5.8,-1.0,10.2,1.1,58.2*,0.898,45.7*,-5.8,6.0
CCCC(C)c1nc(C(N)=O)c2[nH]c(=O)n(-c3ccc(OC)cc3OC)c2n1 (stereo not drawn),-47.0,8.6,3.2,3.4,17.4,0.968,-1.2,-2.6,0.3
CC(C)(C)C(=O)CN1C(=O)NC(C)(Cc2ccc3c(c2)OCO3)C1=O (stereo not drawn),-1.2,-6.3,-5.9,-4.6,-12.0,1.06,15.7,-2.2,-3.4
O=S(=O)(c1ccc(Cl)cc1)N1CCCc2ccccc21,19.1,-3.6,5.8,-0.1,-10.4,0.942,-8.5,-2.0,28.5
CC(=O)N1CCSc2ccc(S(=O)(=O)Nc3ccccc3C)cc21,17.2,27.4,-3.3,4.8,2.5,1.03,8.3,-3.9,8.7
CCOC(=O)C1=C(O)C(=O)N(CCCn2ccnc2)C1c1ccc(C)cc1 (stereo not drawn),-23.6,-6.4,-7.3,-1.1,-10.8,1.07,6.3,-2.1,-9.0
O=C(Cc1ccc(F)cc1)N1CCN=C1SCc1cccc([N+](=O)[O-])c1,12.8,-0.4,11.3,-0.8,-10.2,0.887,10.9,-1.7,2.1
COC(=O)c1cc(F)c(-n2cncn2)c(F)c1,1.8,-1.8,4.1,-0.4,9.8,0.959,3.7,1.5,15.1
COc1ccc(NC(=O)C2CCC(=O)N2S(=O)(=O)c2ccc(C)cc2)cc1Cl (stereo not drawn),-20.7,-3.8,-2.5,-2.0,5.1,1.02,11.3,3.0,16.1
CN(CC(=O)Nc1cc(Cl)ccc1C#N)C1CCS(=O)(=O)C1 (stereo not drawn),-20.3,-1.0,-26.5,-1.0,0.6,1.26,-1.7,-4.0,10.1
CCCCn1c2ccc(F)cc2c2nnc(SCCN3CCOCC3)nc21,-8.7,-5.3,4.0,-6.8,7.0,0.96,27.7,4.9,-18.3
COCCN(C(=O)C1CC(=O)N(Cc2ccc(C)cc2)C1)c1c(N)n(CC(C)C)c(=O)[nH]c1=O (stereo not drawn),-1.9,-5.0,-1.6,-3.5,-2.6,1.02,1.0,-1.9,-1.2
CSc1ccc(S(=O)(=O)Nc2ccccc2C(=O)N2CCOCC2)cc1,14.6,-10.5,7.1,-2.3,16.1,0.929,11.9,-2.0,4.3
Oc1oc(-c2ccccc2)nc1C=Nc1cccc2ccccc12,19.9,-4.1,7.9,-3.4,21.8,0.921,4.1,-3.8,26.8
CC(=O)Nc1ccc(S(=O)(=O)N(C)CC(=O)NNC(=O)c2cccs2)cc1,-6.0,-6.3,-11.4,-3.4,-4.2,1.11,-7.7,-2.5,7.4
CCNC(=O)N1C(CC(=O)OCC)C(=O)NC2CCCCC21 (stereo not drawn),5.0,-7.8,6.5,-5.2,4.0,0.935,-2.9,-1.6,3.7
CNC(=O)CSc1nnc(C(C)C)n1C,3.5,-14.8,1.8,-3.5,-0.3,0.982,1.3,0.5,6.4
O=C(/C=C/c1ccc(F)cc1)N1CCN(c2ccccn2)CC1,-3.7,-3.2,7.7,-1.4,1.9,0.923,13.0,0.3,22.6
N#Cc1c(NC(=O)CSc2nc(N)cc(=O)[nH]2)sc2c1CCCCCC2,-3.4,-7.5,5.4,-1.5,1.5,0.946,-5.0,-2.2,9.9
Cc1ccc(NC(=O)CN(C)S(=O)(=O)c2cccc3cccnc23)cc1,19.9,-2.8,0.0,-4.1,11.3,1,28.6,-0.4,7.5
